# LYPLA1 counter: counter-screen for PME1 inhibitors: inhibitors of human LYPLA1. AID 2174. 320,000 compounds, 0.16% hits. recombinant LYPLA1, FP-Rh probe fluorescence polarization. inhibition, % at 5.9 µM. O75608;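 active = inhibition above the mean of all tested compounds plus 3 SD, set per campaign, cut at about 14% in these data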;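 note: inhibitors block serine hydrolase probe labeling of LYPLA1 so polarization falls; 0% = enzyme with DMSO and 100% = wells lacking LYPLA1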
# GSTO1 inh: blocks human GSTO1 in RBBP9 counter-screen; P78417; recombinant GSTO1, activity-based probe fluorescence polarization; inhibition, % at 5.96 µM; 300,000 compounds, 1.1% hits; AID 1974;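 active = inhibition above the campaign mean inhibition plus 3 SD, cut at about 35% in these data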;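 note: 0% = GSTO1-1 with DMSO and 100% = wells lacking GSTO1-1 enzyme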
# PAFAH1B2 inh: inhibitors of human PAFAH1B2. recombinant PAFAH1B2, FP-rhodamine activity probe, fluorescence polarization. 340,000 compounds, 1.2% hits. AID 492953. inhibition, % at 3.39 µM;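 active = inhibition above the mean of all tested compounds plus 3 SD, cut at about 24% in these data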;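 note: 0% = enzyme with DMSO and 100% = wells lacking PAFAH1B2; many of its hits are not listed in these tables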
# Target sequence (P68402 whole entry, looked up): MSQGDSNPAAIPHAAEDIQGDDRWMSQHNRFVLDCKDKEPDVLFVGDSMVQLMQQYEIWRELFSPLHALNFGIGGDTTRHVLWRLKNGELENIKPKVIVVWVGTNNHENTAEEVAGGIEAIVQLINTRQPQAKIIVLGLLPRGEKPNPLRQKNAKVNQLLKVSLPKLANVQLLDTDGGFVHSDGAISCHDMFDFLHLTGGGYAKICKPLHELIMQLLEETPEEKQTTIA
# PME-1 inh: blocks human protein phosphatase methylesterase 1. Q9Y570. recombinant PME-1, FP-Rh probe fluorescence polarization. inhibition, % at 5.9 µM. 320,000 compounds, 0.53% hits. AID 2130;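 active = inhibition above the campaign mean of all compounds plus 3 SD, cut at about 26% in these data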;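 note: competitive labeling of PME-1 active site by serine hydrolase directed probe; 0% = PME-1 with DMSO and 100% = wells lacking PME-1 enzyme; inhibitors block probe labeling so polarization falls and inhibition rises; many of its hits are not listed in these tables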
# PAD4 FP inh: inhibitors of human PAD4; Q9UM07; recombinant PAD4, RCA probe fluorescence polarization; inhibition, % at 6.36 µM; 330,000 compounds, 0.41% hits; AID 485272;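 active = percent inhibition above a cutoff equal to the mean of all tested compounds plus 3 SD, cut at about 15% in these data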;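 note: 0% = PAD4 with RCA probe and DMSO and 100% = probe without PAD4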
# Target sequence (Q9UM07 whole entry, looked up): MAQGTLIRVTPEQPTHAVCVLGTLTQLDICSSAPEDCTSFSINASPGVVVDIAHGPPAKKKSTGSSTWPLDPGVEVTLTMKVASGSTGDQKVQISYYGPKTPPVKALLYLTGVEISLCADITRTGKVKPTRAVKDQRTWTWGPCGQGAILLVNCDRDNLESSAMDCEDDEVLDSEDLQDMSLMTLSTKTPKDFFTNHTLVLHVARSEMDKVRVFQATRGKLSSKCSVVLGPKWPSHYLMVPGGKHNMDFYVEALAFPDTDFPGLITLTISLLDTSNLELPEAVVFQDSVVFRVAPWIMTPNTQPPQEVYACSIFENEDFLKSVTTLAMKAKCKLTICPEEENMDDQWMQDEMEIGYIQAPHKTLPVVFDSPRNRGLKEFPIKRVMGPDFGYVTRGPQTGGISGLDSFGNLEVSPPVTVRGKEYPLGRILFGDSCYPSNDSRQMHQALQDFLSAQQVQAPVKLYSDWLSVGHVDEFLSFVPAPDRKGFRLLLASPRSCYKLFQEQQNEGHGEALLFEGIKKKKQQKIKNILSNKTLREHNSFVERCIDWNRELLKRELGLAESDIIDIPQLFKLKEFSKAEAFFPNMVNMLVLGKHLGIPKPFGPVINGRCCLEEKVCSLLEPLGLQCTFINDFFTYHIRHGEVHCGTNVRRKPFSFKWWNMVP
# Fam108B counter: blocks mouse Fam108B hydrolase in RBBP9 counter-screen; recombinant Fam108B, FP-Rh probe fluorescence polarization; AID 1947; inhibition, % at 9.51 µM; 300,000 compounds, 0.33% hits;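 active = inhibition above the screen mean inhibition plus 3 SD, computed separately per campaign, cut at about 18% in these data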;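 note: inhibitors lower polarization as less probe binds the enzyme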
# pPAFAH inh: inhibitors of human plasma PAF acetylhydrolase (pPAFAH). Q13093. recombinant pPAFAH, FP-rhodamine probe fluorescence polarization. 330,000 compounds, 1.5% hits. inhibition, % at 3.39 µM;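 active = inhibition above the mean inhibition across the screen plus 3 SD, cut at about 25% in these data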;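 note: inhibitors block binding of the rhodamine activity-based probe so polarization drops; 0% = enzyme with DMSO and 100% = wells lacking pPAFAH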
# PAFAH2 inh: inhibitors of human PAFAH2; Q99487; recombinant PAFAH2, FP-rhodamine activity probe, fluorescence polarization; inhibition, % at 3.39 µM; 340,000 compounds, 0.99% hits; AID 492956;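 active = inhibition above the mean over all tested compounds plus 3 SD, cut at about 30% in these data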;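 note: inhibitors block probe labeling of enzyme so polarization drops; 0% = enzyme with DMSO and 100% = wells lacking PAFAH2 protein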
# PAFAH1B3 inh: PAFAH1B3 (human) inhibition; recombinant PAFAH1B3, FP-rhodamine probe, fluorescence polarization; inhibition, % at 3.39 µM; Q15102; 340,000 compounds, 0.28% hits;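 active = inhibition above the screen-wide average of all tested compounds plus 3 SD, cut at about 25% in these data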;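 note: 0% = enzyme with DMSO only and 100% = wells lacking PAFAH1B3 protein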
# * = called active by the depositor; / = not tested or not shown.
SMILES,LYPLA1 counter,GSTO1 inh,PAFAH1B2 inh,PME-1 inh,PAD4 FP inh,Fam108B counter,pPAFAH inh,PAFAH2 inh,PAFAH1B3 inh
O=C(NNC(=O)C1CC=CCC1C(=O)O)c1ccc(Cl)cc1 (stereo not drawn),-1,10,4,-2,-5,-1,4,0,7
CC1CCCC(C)N1C(=O)CN1C(=O)c2ccccc2S1(=O)=O (stereo not drawn),2,/,-2,0,1,/,-2,10,7
CCOC(=O)Nc1sc2c(c1C#N)CCC(C)C2 (stereo not drawn),5,-9,1,20,-8,1,4,4,0
O=C(COC(=O)/C=C/c1ccc(C(F)(F)F)cc1)NC(=O)NCc1ccco1,-1,/,-1,-3,2,/,5,5,14
CC(=O)c1ccc(NC(=O)CCCCCn2nnc3ccccc3c2=O)cc1,9,-1,1,-7,-6,1,4,0,0
CCOC(=O)N1CCN(C(=O)c2ccc3c(=O)n(CCc4ccccc4)c(=O)[nH]c3c2)CC1,-6,-32,1,9,-4,4,1,-12,-1
O=C(CSC1=NS(=O)(=O)c2ccccc21)Nc1ccccc1,-1,7,7,1,7,-2,4,-1,18
CCCc1n[nH]c2c1/C(=N\O)CCC2,-1,-7,-1,2,3,-5,-8,0,-9
Nc1c(S(=O)(=O)c2ccccc2)csc1C(=O)O,-4,2,8,-3,0,-2,-2,12,0
CCc1ccc(C2c3[nH]c4ccccc4c3CCN2C(=O)CN2CCN(CC)CC2)cc1 (stereo not drawn),0,2,4,4,5,3,8,-4,3
O=C(CCCNC(=O)c1ccc(Cl)cc1)Nc1ncccc1O,0,-1,2,-1,-3,1,3,1,4
Cc1ccc2c(c1)N(CCC(=O)NCCCOC(C)C)C(=O)C(C)O2 (stereo not drawn),-2,6,2,-2,-1,0,6,6,-4

# An excerpt from above in order of the PAD4 FP inh value, smallest number first:
Compound | PAFAH1B2 inh | PME-1 inh | PAD4 FP inh | pPAFAH inh | PAFAH2 inh | PAFAH1B3 inh
CCOC(=O)Nc1sc2c(c1C#N)CCC(C)C2 (stereo not drawn) | 1 | 20 | -8 | 4 | 4 | 0
CC(=O)c1ccc(NC(=O)CCCCCn2nnc3ccccc3c2=O)cc1 | 1 | -7 | -6 | 4 | 0 | 0
Cc1ccc2c(c1)N(CCC(=O)NCCCOC(C)C)C(=O)C(C)O2 (stereo not drawn) | 2 | -2 | -1 | 6 | 6 | -4

# Another view of 2 compounds above:
SMILES: CC1CCCC(C)N1C(=O)CN1C(=O)c2ccccc2S1(=O)=O (stereo not drawn)
  LYPLA1 counter: 2	GSTO1 inh: /	PAFAH1B2 inh: -2	PME-1 inh: 0	PAD4 FP inh: 1	Fam108B counter: /	pPAFAH inh: -2	PAFAH2 inh: 10	PAFAH1B3 inh: 7

SMILES: CCOC(=O)Nc1sc2c(c1C#N)CCC(C)C2 (stereo not drawn)
  LYPLA1 counter: 5	GSTO1 inh: -9	PAFAH1B2 inh: 1	PME-1 inh: 20	PAD4 FP inh: -8	Fam108B counter: 1	pPAFAH inh: 4	PAFAH2 inh: 4	PAFAH1B3 inh: 0

# Going on with the list.
SMILES,LYPLA1 counter,GSTO1 inh,PAFAH1B2 inh,PME-1 inh,PAD4 FP inh,Fam108B counter,pPAFAH inh,PAFAH2 inh,PAFAH1B3 inh
O=C(CSCc1cc(=O)n2ccsc2n1)Nc1ccccc1,0,0,1,-1,1,-2,5,-9,8
O=C(CCC(=O)Nc1ccccc1)NNC(=O)c1ccccc1Cl,0,7,4,-4,-7,-2,0,5,11
COc1cc2c(cc1/C=C/C(=O)O)OC(C)C2 (stereo not drawn),2,4,10,2,-5,-1,1,1,9
O=C(C1CCCCC1)N1CCN(S(=O)(=O)c2ccc(Cl)cc2)CC1,3,5,27*,-5,0,0,4,-4,2
CCCC(=O)Nc1ccc(C(=O)NNC(=O)c2cccc([N+](=O)[O-])c2)cc1,1,3,/,-3,-2,-2,-1,/,/
N#Cc1c(-c2cccc([N+](=O)[O-])c2)nc2n(c1=O)CCS2,-1,-1,4,-8,6,-2,5,1,9
Cc1ccc(S(=O)(=O)N2CCN(C(=O)C3CCCC3)CC2)cc1C,0,-4,5,1,-3,4,2,10,3
O=S(=O)(NCCNS(=O)(=O)c1c(F)cccc1F)c1ccc2c(c1)OCCO2,/,/,5,/,3,/,-2,-3,3
COc1cc2cc(C(=O)N/N=C/c3ccc(F)cc3)[nH]c2cc1OC,-4,3,6,-14,-3,6,12,4,7
Cc1cc(C)nc(NC(=O)c2csnn2)c1,1,8,/,-1,-1,2,0,/,/
COc1ccc(C(O)(C(=O)NNc2ccc(C)cc2)c2cccs2)cc1 (stereo not drawn),1,6,1,7,0,2,2,6,-4
Cc1ccc(NC(=S)N(CCN(C)C)C(C)c2ccco2)c(C)c1 (stereo not drawn),5,0,4,2,0,3,3,-1,9
COc1ccc(/C=C2/SC(=O)N(CC(=O)NCCC(C)C)C2=O)cc1OC,2,-1,-2,1,-3,-2,-1,-2,-5
CCOC(=O)CNC(=O)CSc1nnc(-c2cccc(C)c2)n1-c1ccc(OC)cc1,-1,4,-2,3,0,5,1,7,2
O=C(O)c1ccccc1NC(=O)N1CCOCC1,-2,0,3,-4,-6,4,-7,3,1
CCCn1c(N)c(N(CCOC)C(=O)c2ccc(F)cc2)c(=O)[nH]c1=O,0,0,2,-2,-5,-5,0,6,7
CC(C)C1N=C2c3ccccc3N=C(SCC(=O)c3ccc(O)c(O)c3)N2C1=O (stereo not drawn),5,21,3,5,4,7,55*,44*,13
Cc1cccnc1NC(=O)CSc1ncnc2sc(C)c(C)c12,-2,4,0,5,-1,3,3,10,-1
C#CC(CC)(CC)NC(=O)c1ccc(Br)s1,5,11,0,3,-3,1,6,-1,5
Cn1c(SCC(=O)N2CCCc3ccccc32)nc2ccccc2c1=O,1,2,8,0,1,1,-3,8,-2
Cc1ccc(C(=O)c2coc3ccc(OCC(=O)O)cc23)cc1,1,17,2,2,-2,-2,2,-3,3
CCOc1ccccc1NC(=O)Cn1c(=O)n(-c2ccc(OC)cc2OC)c(=O)c2c(C)c(C(=O)N(CC)CC)sc21,-2,0,4,10,-2,7,-3,0,-4
Cc1ccc2c(C)c(C(=O)NCCN3CCOC3=O)oc2c1C,0,0,5,6,2,4,-1,3,-11
Cc1ccc(C(C)NC(=O)C23CC4CC(CC(C4)C2)C3)cc1 (stereo not drawn),-1,12,4,-3,-5,-8,-5,-1,0
CCCOc1ccc(Cl)cc1CNc1ccccc1,-4,3,1,6,1,2,4,4,7
CCN(CC)CCCNC(=O)/C=C/C(=O)O,0,-1,6,-1,2,-3,-6,1,6
CCOc1cc(C(=S)N2CCCC2)ccc1O,-1,-1,0,3,0,1,0,2,3
COc1ccc(CCn2c(-c3ccc(OC)cc3)nc3c(c(=O)c4ccccc4n3C)c2=O)cc1,-5,-8,1,-1,-1,-2,4,6,5
CCCCSc1nc(C)cc(SCC(=O)N/N=C/c2ccccc2)n1,-1,2,2,-1,-4,0,3,-1,1
CC1(C)C(C=C(Cl)Cl)C1C(=O)N(Cc1ccccc1Cl)C1CCS(=O)(=O)C1 (stereo not drawn),-3,0,13,4,2,1,-1,-1,7
CCOC(=O)Nc1oc2ccccc2c(=O)c1CN1CCOCC1,0,23,4,-6,-1,-4,0,-6,-10
CC1C2(C)OC(=N)C(C#N)(C(C)O2)C1(C#N)C#N (stereo not drawn),9,8,53*,1,6,9,4,75*,60*
COc1ccc(-n2nnnc2SCC(=O)Nc2cc(OC)c([N+](=O)[O-])cc2C)cc1,-5,2,-5,0,-2,-19,3,-15,1
COP(C)(=O)c1c(C)nn(-c2ccccc2)c1C (stereo not drawn),-4,0,-1,-3,-7,1,-4,-4,-2
COc1cc(C(=O)NN(CCC#N)C2=NS(=O)(=O)c3ccccc32)cc(OC)c1OC,-1,-2,2,-1,0,5,-5,5,5
CCc1ccc(NC(=O)CCn2nc(C)c(S(=O)(=O)N3CCCCC3)c2C)cc1,3,5,6,-1,-4,-1,3,-1,1
Cc1ccc(C(C)C)cc1OCC(=O)Nc1nnc(C2CC2)s1,/,/,3,/,1,/,0,9,8
COc1cccc(CNC(=O)c2cccc(Br)c2)c1,0,1,0,-4,-2,1,4,4,0
CC(C)(CNS(=O)(=O)c1ccc2c(c1)OCCO2)N1CCOCC1,4,8,-2,1,0,1,3,3,-1
CC(C)(C)Cc1nnc(NS(C)(=O)=O)s1,0,2,4,3,1,-2,-1,4,7
O=C(COC(=O)c1ccc(F)cc1F)NCCC1=CCCCC1,-1,/,3,8,2,/,17,47*,8
Cc1cc(C(=O)Nc2ccccc2C#N)n(-c2ccccc2)n1,-2,7,3,-11,-4,2,0,-1,2
COc1ccc(NC(=O)CN(C)C(=O)/C=C/c2cn(-c3ccccc3)nc2-c2ccc(F)cc2)cc1,-25,-1,-12,-46,1,-29,-3,-38,-12
Cc1ccc(S(=O)(=O)N(Cc2cccc(F)c2)C(=O)N2CCN(C)CC2)cc1,0,5,3,5,-2,2,6,1,6
O=c1[nH]c2cc([N+](=O)[O-])c([N+](=O)[O-])cc2[nH]c1=O,4,-4,-7,4,1,5,2,-7,1
COCCn1c(-c2ccc(F)cc2)nc2oc3cc(OC)ccc3c(=O)c2c1=O,0,-3,-2,-2,2,-3,-1,6,15
C[C@H]1CN([C@@H](C)CO)C(=O)c2cccc(NC(=O)c3cnccn3)c2O[C@@H]1CN(C)C(=O)Nc1ccc2c(c1)OCO2,/,/,7,/,-1,/,5,2,16
CCOc1ccc2cc(C#N)c(SCC(=O)N3CCOCC3)nc2c1,-3,-12,0,4,0,1,82*,1,7
O=C(CC1(O)C(=O)N(Cc2ccc3c(c2)OCO3)c2ccccc21)c1ccccc1 (stereo not drawn),6,3,7,8,-4,0,4,1,9
O=C(CCC(=O)c1cccs1)OCC(=O)N1CCN(C(=O)c2ccco2)CC1,2,-7,2,1,1,5,6,-4,3
COc1ccc(NS(=O)(=O)c2ccc3c(c2)NC(=O)CO3)c(OC)c1,-2,3,0,4,1,4,-2,0,2
CN(C)c1ccc(C(CNS(=O)(=O)c2ccc3ccccc3c2)c2c[nH]c3ccccc23)cc1 (stereo not drawn),-13,0,1,7,1,17,14,1,0

# Compound profiles (already shown). Order of values: LYPLA1 counter	GSTO1 inh	PAFAH1B2 inh	PME-1 inh	PAD4 FP inh	Fam108B counter	pPAFAH inh	PAFAH2 inh	PAFAH1B3 inh
# COc1ccc(NS(=O)(=O)c2ccc3c(c2)NC(=O)CO3)c(OC)c1 as listed: -2	3	0	4	1	4	-2	0	2
# CN(C)c1ccc(C(CNS(=O)(=O)c2ccc3ccccc3c2)c2c[nH]c3ccccc23)cc1 (stereo not drawn) as listed: -13	0	1	7	1	17	14	1	0

# Bioassay records: PubChem BioAssay, The Scripps Research Institute Molecular Screening Center

# These rows are one share of the data, so the mix of outcomes need not match the whole.
